Screening results (PubChem BioAssay)
TNAP act hi DEA – TNAP activators at high phosphate acceptor level, primary screen, biochemical, luminescence, uHTS. Alkaline phosphatase, tissue-nonspecific isozyme (Homo sapiens), P05186. purified TNAP, CDP-star luminescence, 1 M DEA, 30 min; active compounds read high; 0 = EDTA background, 1 = DMSO-only activity. activation factor at 20 µM. 200,000 tested, under 10 active. AID 1136, 2008;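 active = activation factor at least 2 at 20 µM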
Target sequence (P05186 whole entry, looked up): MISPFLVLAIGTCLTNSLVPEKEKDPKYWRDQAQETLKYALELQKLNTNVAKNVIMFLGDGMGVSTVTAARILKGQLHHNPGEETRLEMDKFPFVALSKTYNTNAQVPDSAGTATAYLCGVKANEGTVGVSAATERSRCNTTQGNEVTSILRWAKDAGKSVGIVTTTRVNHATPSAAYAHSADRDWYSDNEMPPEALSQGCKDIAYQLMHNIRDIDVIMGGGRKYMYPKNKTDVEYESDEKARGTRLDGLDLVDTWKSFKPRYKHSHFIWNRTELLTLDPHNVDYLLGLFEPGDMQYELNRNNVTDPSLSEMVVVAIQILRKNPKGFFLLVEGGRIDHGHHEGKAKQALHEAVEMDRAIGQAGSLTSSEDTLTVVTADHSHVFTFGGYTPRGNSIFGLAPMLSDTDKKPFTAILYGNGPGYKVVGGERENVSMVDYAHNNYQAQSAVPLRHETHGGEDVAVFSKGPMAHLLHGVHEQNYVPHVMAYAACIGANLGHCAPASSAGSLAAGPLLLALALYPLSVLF
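Dosing: 20 µM single point. System: human TNAP. Amount: TNAP 1/800 final. Incubation: 30 min, room temperature. Read-out: TNAP activation factor scaled between EDTA and DMSO control wells. Signal: luminescence from CDP-star hydrolysis. Medium: 1 M DEA, pH 9.8, Mg2+, Zn2+. Control set: EDTA negative control, DMSO positive control.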
bIAP activator – bovine intestinal alkaline phosphatase activators, primary screen, biochemical, bovine IAP, CDP-star luminescence; purified bovine IAP, 30 min; active compounds read high; fold of DMSO-control signal, blank-subtracted; activation factor at 20 µM; 0.17% of 200,000 active;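 active = activation factor of 2 or more at 20 µM, a signal rise over negative controls twice the positive control's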
TNAP inh no acc – human TNAP enzyme inhibitors, primary screen, biochemical, luminescent, no phosphate acceptor, uHTS; inhibition, % at 20 µM; Alkaline phosphatase, tissue-nonspecific isozyme (Homo sapiens), P05186; 0.26% of 200,000 active; purified TNAP, CDP-star luminescence, 30 min;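 active = tissue-nonspecific alkaline phosphatase inhibition above about 50% at 20 µM in the single-dose screen, limit read from the data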;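 note: 0% = DMSO negative control and 100% = EDTA positive control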
TNAP inh hiacc – human TNAP enzyme inhibitors, primary screen, biochemical, luminescent, high phosphate acceptor level, uHTS | Alkaline phosphatase, tissue-nonspecific isozyme (Homo sapiens), P05186 | purified TNAP, CDP-star luminescence, 1 M DEA | inhibition, % at 20 µM | 0.03% of 200,000 active | AID 1135, 2008;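 active = over 50% inhibition of tissue-nonspecific alkaline phosphatase at 20 µM in the single-dose screen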;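 note: plate controls were DMSO wells for no effect and EDTA-quenched wells as full inhibition for full effect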
bIAP inh – bovine intestinal alkaline phosphatase inhibitors, primary screen, selectivity assay for TNAP inhibitor project, biochemical, bovine IAP, CDP-star luminescence; 190,000 tested, under 10 active; AID 1019, 2008; inhibition, % at 20 µM; purified bovine IAP, 30 min; alkaline phosphatase, intestinal [Bos taurus];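 active = over 50% inhibition of intestinal alkaline phosphatase at 20 µM in the single-dose screen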
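Incubation: 30 min reaction at room temperature / Material: purified bovine intestinal alkaline phosphatase (IAP) enzyme / Input: enzyme at 1/65,000,000 dilution / Dosing: 20 µM single dose / Signal: CDP-star luminescence signal / Reagent: CDP-star chemiluminescent phosphatase substrate, 30 µM final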
PPARg SRC-1 ag – PPARgamma agonists recruiting SRC-1 coactivator, primary screen, biochemical. Peroxisome proliferator-activated receptor gamma (Homo sapiens), P37231. PPARgamma-SRC-1 coactivator recruitment biochemical assay. activation, % at 8 µM. 0.41% of 200,000 active. AID 631, 2007; in the data active = activation above about 19%;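 note: 0% = DMSO and 100% = reference agonist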
Target sequence (P37231 whole entry, looked up): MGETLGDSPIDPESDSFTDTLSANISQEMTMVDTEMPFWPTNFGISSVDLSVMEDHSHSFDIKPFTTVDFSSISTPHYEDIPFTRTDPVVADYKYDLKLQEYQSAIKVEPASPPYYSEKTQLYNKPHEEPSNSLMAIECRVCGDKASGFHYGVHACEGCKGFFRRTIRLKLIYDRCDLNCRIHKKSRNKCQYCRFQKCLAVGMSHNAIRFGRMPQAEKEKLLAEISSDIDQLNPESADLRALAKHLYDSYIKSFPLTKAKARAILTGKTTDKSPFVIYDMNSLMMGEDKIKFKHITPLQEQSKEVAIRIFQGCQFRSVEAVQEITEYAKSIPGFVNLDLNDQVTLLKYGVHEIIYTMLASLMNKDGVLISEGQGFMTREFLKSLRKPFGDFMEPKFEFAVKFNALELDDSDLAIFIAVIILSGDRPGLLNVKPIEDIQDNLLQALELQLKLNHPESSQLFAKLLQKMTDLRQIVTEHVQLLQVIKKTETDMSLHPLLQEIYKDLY
PPARg SRC-3 ag – PPARgamma agonists recruiting SRC-3 coactivator, primary screen, biochemical; activation, % at 8 µM; 0.26% of 200,000 active; biochemical PPARgamma/SRC-3 coactivator recruitment assay; in the data active = activation above about 23%;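 note: 0% = DMSO and 100% = reference agonist; some compounds past the cut are filed as inactive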
HMGR II inh – inhibitors of E. faecalis class II HMGR, primary screen, biochemical, Enterococcus faecalis; purified E. faecalis HMGR, NADPH absorbance 340 nm kinetic; AID 1066, 2008; HMG-CoA reductase (Enterococcus faecalis, mvaE); inhibition, % at 10 µM; 0.41% of 190,000 active;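 active = inhibition above a set limit, the median over all tested compounds plus 3 SD, cut at about 9.5% in these data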;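 note: enzyme runs in reverse so mevalonate oxidation gives rising NADPH absorbance; 0% = complete reaction with DMSO and 100% = background rate lacking mevalonate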
SRC2 TRFRET art – TR-FRET signal artefacts, primary screen, artefact control for PPARgamma SRC-2 agonist project, biochemical; TR-FRET artefact counter-screen; active compounds read high; TR-FRET ratio at 8 µM; 0.4% of 200,000 active; AID 1049, 2008; in the data active = TR-FRET ratio above about 2000; note: inactives centre near 1500
PPARg SRC2 recr – agonists of PPARg-SRC-2 recruitment, primary screen, biochemical, HTS. 0.34% of 200,000 active. PPARgamma LBD-SRC-2 recruitment. activation, % at 8 µM; in the data active = activation above about 22%;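 note: 0% = vehicle and 100% = reference agonist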
* hit, by the source's call; . = not tested or not shown.

SMILES | TNAP act hi DEA | bIAP activator | TNAP inh no acc | TNAP inh hiacc | bIAP inh | PPARg SRC-1 ag | PPARg SRC-3 ag | HMGR II inh | SRC2 TRFRET art | PPARg SRC2 recr
O=C(CCCCn1c(=O)c2ccccc2n(CC(=O)Nc2ccc(F)cc2)c1=O)NCc1ccco1 | 1 | 1 | -7 | -2 | -1 | -1 | 5 | -2 | 1422 | 2
CN(C)S(=O)(=O)c1ccc2oc(SCC(=O)Nc3ccccc3F)nc2c1 | 1 | 0.9 | -15 | -1 | 13 | -6 | 2 | -6 | 1443 | 3
Cc1ccc(-n2cccc2/C=C2/C(=N)N3C(=NC2=O)SN=C3S(C)(=O)=O)cc1 | 1 | 1 | -7 | 0 | -2 | 7 | 4 | -2 | 1552 | 7
Fc1ccc2c(c1)/C(=N/Nc1ccccn1)CCS2 | 1.1 | 0.9 | -13 | -6 | 13 | -2 | -4 | -3 | 1410 | -3
O=C(CN1C(=O)CSC1=O)Nc1ccccc1N1CCOCC1 | 1.1 | 0.8 | 28 | -7 | 17 | -1 | -11 | -3 | 1320 | -4
O=C(/C=C/c1ccccc1)NC(=S)Nc1ccc(CN2CCOCC2)cc1 | 1 | 0.9 | -13 | -2 | 11 | 5 | 0 | -10 | 1532 | 4
CCCCC1CCC(C(=O)NC2CCS(=O)(=O)C2)CC1 (stereo not given) | 1 | 1 | -8 | 2 | 4 | -8 | -12 | -8 | 1591 | 3
CCOC(=O)C1=C(C)NC2=C(C(=O)C(C(=O)OC)C(C)C2)C1c1ccc(OC)c(O)c1 (stereo not given) | 1 | 1 | -13 | -2 | 1 | -2 | -8 | 1 | 1277 | -4
CCOc1cc(C)c(Cl)cc1S(=O)(=O)NCCOC | 1 | 0.9 | -7 | -2 | 5 | -8 | -3 | 4 | 1419 | -2
Cc1c(NC(=O)C(=O)/C=C(\O)c2ccc(Cl)cc2)c(=O)n(-c2ccccc2)n1C | 1 | 0.9 | -6 | -3 | 7 | 4 | 2 | -3 | 1616 | 5
O=C1CC(N(CCc2ccccc2)C(=S)Nc2ccccc2)C(=O)N1c1ccccc1 (stereo not given) | 1 | 0.9 | -4 | -2 | 10 | 4 | 4 | -3 | 1627 | 7
COc1cccc(CN2CCN(Cc3ccc(C)o3)CC2CCO)c1 (stereo not given) | 1 | 1 | -2 | -3 | -5 | 1 | -1 | -3 | 1510 | 3
CC(=O)Nc1ccc(NC(=O)CCNS(=O)(=O)c2cccc3nsnc23)cc1 | 1.1 | 1.2 | -12 | -7 | -24 | 4 | 3 | -1 | 1451 | 2
O=C(Cc1coc2ccc3ccccc3c12)NC1CCCc2ccccc21 (stereo not given) | 1 | 0.8 | -6 | -5 | 15 | 1 | 3 | -4 | 1499 | 11
COc1cc(NC(=O)c2cccnc2SC)cc(OC)c1 | 1 | 1 | -11 | -2 | 0 | 16 | 5 | -1 | 1587 | 6
Cc1ccc(S(=O)(=O)N/N=C2/CC(c3ccccc3)Oc3ccccc32)cc1 (stereo not given) | 1 | 1 | -9 | -3 | -4 | 7 | -6 | -4 | 1689 | 3
COC(=O)c1ccc(NC(=O)CN2CCCC2)cc1 | 1 | 0.9 | -7 | -4 | 11 | 0 | 10 | -2 | 1542 | 3
COc1cccc(/C(O)=C2\C(=O)C(=O)N(c3ccccn3)C2c2cccc(OC)c2OC)c1 (stereo not given) | 1.1 | 0.9 | -4 | -7 | 8 | 7 | -8 | -2 | 1558 | 6
Cc1cccc(N2CCN(C(=O)c3cc4c(=O)[nH]c5ccccc5c4n3C)CC2)c1C | . | . | . | . | . | 2 | 6 | . | 1415 | 8
CCOc1ccccc1OCC(=O)Nc1nnc(C)s1 | 1 | 0.9 | -2 | -4 | 10 | 10 | -4 | -3 | 1738 | 11
O=C(NC(CSSCC(NC(=O)c1ccccc1)C(=O)O)C(=O)O)c1ccccc1 (stereo not given) | 1.1 | 1 | -8 | -8 | 0 | -3 | 3 | -1 | 1491 | -2
COCCCn1c(Cc2csc(Nc3ccccc3)n2)nnc1SCC(N)=O | 1 | 1 | 12 | 4 | -3 | 0 | 11 | -10 | 1513 | 12
CCS(=O)(=O)N1CCC(C(=O)NCCCN2CCCCCC2)CC1 | 1 | 0.9 | -22 | -3 | 12 | 5 | -1 | -4 | 1495 | 4
Cc1cc(O)ccc1Nc1nc(-c2cccs2)cs1 | 1 | 0.9 | -3 | 2 | 12 | 6 | 4 | -7 | 1807 | 8
COc1ccccc1CNC(=O)CSc1nc2ccccc2c(=O)n1CCCN1CCOCC1 | 1 | 1 | -6 | -2 | -3 | 8 | 4 | 9 | 1592 | -1
CC(C)(C)[C@@H]1C=C(C(=O)Nc2ccccc2)O[C@H](OCc2ccc(CO)cc2)C1 | 1 | 1 | -1 | -2 | 4 | -11 | -2 | 0 | 1363 | 1
COC(=O)c1ccc(C(=O)OC)c(NC(=S)N2CCC(C(N)=O)CC2)c1 | 1.1 | 0.9 | -7 | -5 | 5 | 6 | 1 | -6 | 1708 | 6
CCOCCc1nnc(NC(=O)COC)s1 | 1 | 1.1 | -11 | -4 | -8 | 0 | -6 | -5 | 1577 | 5
c1ccc2c(Nc3nnc(-c4ccncc4)s3)cccc2c1 | 1 | 1 | -5 | 3 | -2 | -4 | -2 | -1 | 1531 | 2
O=C(N/N=C\c1cccs1)c1ccccc1-n1cccc1 | 1 | 1 | -13 | -1 | -4 | -7 | 3 | 0 | 1511 | 1
C=CCn1c(SCc2cccc(F)c2)nc2cc(C(=O)N3CCC(C(N)=O)CC3)ccc2c1=O | 1 | 0.8 | -11 | -4 | 24 | 3 | -5 | -2 | 1603 | 1
CC(C)(C)n1nnnc1C(c1cccs1)N(Cc1ccccc1)Cc1ccco1 (stereo not given) | 1.1 | 1 | 1 | -8 | 0 | -7 | -2 | 0 | 1729 | 3
CCc1ccccc1N(C(C)=O)c1nc(CCl)cs1 | 1 | 1 | -11 | -3 | -2 | 11 | 3 | -8 | 1610 | 1
CC(C)(C)NC(=O)C(=O)NNC(=O)C12CC3CC(CC(C3)C1)C2 | 1 | 1.2 | -5 | -2 | -20 | -8 | -6 | -1 | 1293 | 3
Cc1ccc(NC(=O)Cc2c(Cl)cccc2Cl)cc1S(=O)(=O)N(C)C | 1 | 0.2 | -19 | -1 | . | 2 | 3 | -3 | 1838 | 14
O=C(Cc1ncc(C(F)(F)F)cc1Cl)Nc1cccc(Br)c1 | 1 | 1 | -1 | 0 | 3 | 6 | 3 | -6 | 1800 | 13
COC(=O)c1cccc(NC(=O)CSc2nnc(COc3cccc(C)c3)n2C)c1 | 1 | 0.8 | -10 | -4 | 16 | 7 | 14 | -5 | 1629 | 5
O=C(c1ccc(F)cc1)N1CCCCC(S(=O)(=O)c2ccccc2)C1=O (stereo not given) | 1 | 0.9 | -7 | -3 | 8 | -4 | -3 | -7 | 1545 | -6
COc1ccc(-c2csc(NC(=O)CCn3cnc4ccccc4c3=O)n2)cc1OC | 1 | 1 | -7 | -5 | 2 | 10 | 4 | -5 | 1507 | 13
O=[N+]([O-])c1ccc(N2CCN(c3ccc(Cl)nn3)CC2)c(Cl)c1 | 1 | 1 | -8 | -4 | 0 | 0 | -1 | 0 | 1443 | 5
CCOC(=O)C1=C(C)NC2=C(C(=O)CC(C)(C)C2)C1c1ccc(N(C)C)cc1 (stereo not given) | 1 | 0.9 | -10 | 1 | 6 | 5 | -2 | -3 | 1360 | -1
CC(=O)Nc1ccc(/C=N/Nc2nc3ccccc3[nH]2)cc1 | 1 | 0.9 | 41 | -3 | 7 | 12 | 4 | -4 | 1777 | 19
Cc1ccc(NC(=O)CC(=O)c2ccc([N+](=O)[O-])cc2)cc1S(=O)(=O)Nc1cccc(Cl)c1 | 1 | 1.2 | 1 | 4 | -15 | -13 | -4 | -5 | 1547 | -1
CN1CCN(C(=S)c2ccc(-c3cccc(Cl)c3Cl)o2)CC1 | 1 | 0.9 | -4 | -2 | 6 | 10 | 6 | 0 | 1462 | 3
Cc1ccc(S(=O)(=O)N2CCN(C(=O)CN3CCc4ccccc4C3)CC2)cc1 | 1 | 1.2 | -4 | -2 | -22 | 6 | -9 | -3 | 1642 | 0
O=C(c1ccc2c(c1)N(Cc1ccccc1)C(=O)CS2)N1CCOCC1 | 1 | 1.1 | -9 | -3 | -14 | -3 | 1 | -3 | 1704 | -6
Cc1cc(C)c(S(=O)(=O)N2CCCOC2CNC(=O)C(=O)NCc2cccs2)c(C)c1 (stereo not given) | 1 | 0.9 | -4 | -3 | 8 | 3 | 6 | 2 | 1575 | 2
O=[N+]([O-])c1ccccc1/C=N\N1CCN(c2ccccc2)CC1 | 1 | 1 | -5 | -3 | -2 | 1 | -1 | -3 | 1685 | 9
CC(C)(C)CC(=O)Nc1cc(S(=O)(=O)N2CCCCCC2)ccc1Cl | 1 | 1.1 | -16 | 2 | -8 | 11 | 1 | -4 | 1623 | 13
c1ccc(N2CCN(CCc3nnc4n3CCCCC4)CC2)cc1 | 1 | 1 | -13 | -4 | -5 | -10 | -9 | 1 | 1467 | -6
CN(C)CCNC(=O)COc1ccc(C23CC4CC(CC(C4)C2)C3)cc1 | 1.1 | 1.3 | -9 | -7 | -30 | -7 | -3 | -1 | 1253 | -6
O=C(N/N=C/c1cccc([N+](=O)[O-])c1)c1ccc2c(c1)OCCO2 | 1 | 0.9 | -3 | 0 | 7 | -7 | 2 | . | 1453 | -6
COc1ccc(NC(=O)Cn2c(NCC(C)O)nc3ccccc32)cc1Cl (stereo not given) | 1 | 1.2 | 4 | -4 | -22 | 11 | 2 | -4 | 1606 | 5

No new results follow: an excerpt of the list.
SMILES | TNAP act hi DEA | bIAP activator | TNAP inh no acc | TNAP inh hiacc | bIAP inh | PPARg SRC-1 ag | PPARg SRC-3 ag | HMGR II inh | SRC2 TRFRET art | PPARg SRC2 recr
CCOC(=O)C1=C(C)NC2=C(C(=O)CC(C)(C)C2)C1c1ccc(N(C)C)cc1 (stereo not given) | 1 | 0.9 | -10 | 1 | 6 | 5 | -2 | -3 | 1360 | -1
CC(=O)Nc1ccc(/C=N/Nc2nc3ccccc3[nH]2)cc1 | 1 | 0.9 | 41 | -3 | 7 | 12 | 4 | -4 | 1777 | 19
Cc1ccc(NC(=O)CC(=O)c2ccc([N+](=O)[O-])cc2)cc1S(=O)(=O)Nc1cccc(Cl)c1 | 1 | 1.2 | 1 | 4 | -15 | -13 | -4 | -5 | 1547 | -1
CN1CCN(C(=S)c2ccc(-c3cccc(Cl)c3Cl)o2)CC1 | 1 | 0.9 | -4 | -2 | 6 | 10 | 6 | 0 | 1462 | 3
